# SIRT5 block – SIRT5 desuccinylase inhibitors, primary screen, biochemical, fluorescence imaging, single point, set 5; Purified SirT5, succinyl-peptide AMC, trypsin-coupled fluorescence; AID 652115, 2013; 330,000 compounds, 1.1% hits; inhibition, % at 15 µM; in the data active = inhibition above about 15%; inconclusive = no clear call, values can overlap the other calls
# Target sequence (Q9NXA8 whole entry, looked up): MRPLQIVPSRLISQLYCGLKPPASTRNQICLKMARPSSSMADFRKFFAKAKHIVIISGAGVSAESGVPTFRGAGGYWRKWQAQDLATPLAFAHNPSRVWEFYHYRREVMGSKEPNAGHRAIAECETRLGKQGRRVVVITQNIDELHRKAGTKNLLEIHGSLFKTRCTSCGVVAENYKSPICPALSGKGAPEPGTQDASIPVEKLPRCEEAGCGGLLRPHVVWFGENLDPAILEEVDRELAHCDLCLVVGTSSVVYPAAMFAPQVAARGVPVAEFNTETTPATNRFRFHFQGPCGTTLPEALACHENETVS
# DENV2 CPE rescue – inhibitors of DENV2 cytopathic effect, primary screen, cell-based, plate reader, single concentration. DENV2-infected cells, cytopathic effect rescue. CPE inhibition, % at 9.99 µM. 350,000 compounds, 1.7% hits. AID 651640, 2012; in the data active = CPE inhibition above about 20%, passing the limit was not always enough; inconclusive = no clear call, values can overlap the other calls; tested in BHK-21 cells;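 note: 0% = median of neutral control wells and 100% = median of positive control wells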
# LGR2 inh – inhibitors of bursicon-induced LGR2 CRE-luciferase signal, primary screen, cell-based, HEK293, CRE-luciferase reporter, bursicon stimulation; inhibition, % at 9.99 µM; Drosophila bursicon receptor LGR2 (rickets); 380,000 compounds, 0.35% hits; bursicon-stimulated, 4 h;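 active = drop in luminescence signal, shown as inhibition above about 50% in the replicate tests, limit read from the data, passing the limit was not always enough; inconclusive = probably only some replicates passing the limit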;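 note: agonist challenge used bursicon conditioned medium at about half maximal strength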
# EWS-Fli inh – EWS/Fli-driven NR0B1 reporter inhibitors, primary screen, A673 cells, NR0B1 luciferase, luminescence, MLPCN library | viability-normalised | inhibition, % at 12.6 µM | 350,000 compounds, 0.67% hits | AID 651661, 2012;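 active = mean inhibition of at least 50% after viability correction, with every replicate also passing that limit; inconclusive = mean reaches 50% but only one of two replicates passes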;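 note: firefly luciferase signal divided by Alamar Blue viability fluorescence both relative to DMSO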
# ARNT TACC3 PPI – disruptors of ARNT/TACC3 protein interaction, primary screen, biochemical, AlphaScreen, single concentration | Transforming acidic coiled-coil-containing protein 3 (Homo sapiens), Q9Y6A5 | AlphaScreen His-ARNT PAS-B/GST-TACC3 binding, luminescence; TACC3 fragment carries E629A point mutation | inhibition, % at 9.99 µM | 390,000 compounds, 0.66% hits | AID 623870, 2012;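 active = mean inhibition of replicates at least 50% and at least half of replicates each reaching 50%; inconclusive = half or more replicates reach 50% but mean below 50%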;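 note: 0% = complete ARNT plus TACC3 wells and 100% = ARNT alone without TACC3; many hits fall short of the cut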
# PAX8 reporter – inhibitors of PAX8-driven TPO luciferase reporter, primary screen, RMG-I cells, single concentration; SteadyGlo, 24 h; inhibition, % at 12.6 µM; 360,000 compounds, 1.2% hits; AID 652154, 2013;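 active = mean replicate inhibition at least 60% with every replicate also reaching 60%; inconclusive = only one of the two criteria is met; inactive = mean below 60% and not all replicates reaching 60%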;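 note: luciferase light reporting Pax8 driven TPO promoter activity; plate controls were median of neutral control wells for no effect and mitoxantrone controls for full effect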
# CASP6 VEID inh – human caspase-6 inhibitors, primary screen, biochemical, VEID-R110 fluorescence, single point, set 2 | inhibition, % at 12.5 µM | 350,000 compounds, 0.53% hits | AID 686996, 2013 | P55212 | purified caspase-6, Z-VEID-R110 cleavage fluorescence;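 active = mean inhibition across replicates at least about 35%, with every replicate also reaching that limit, limit read from the data; inconclusive = only one of the two criteria met; inactive = neither criterion met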;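 note: 0% = median of neutral control wells and 100% = no fluorescence left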
# Target sequence (P55212 24-179 limits assumed): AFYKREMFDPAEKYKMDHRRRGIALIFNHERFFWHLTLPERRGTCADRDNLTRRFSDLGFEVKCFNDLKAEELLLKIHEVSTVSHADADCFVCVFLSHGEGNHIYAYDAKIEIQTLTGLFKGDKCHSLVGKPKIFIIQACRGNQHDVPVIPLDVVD
# Target sequence (P55212 194-293 limits assumed): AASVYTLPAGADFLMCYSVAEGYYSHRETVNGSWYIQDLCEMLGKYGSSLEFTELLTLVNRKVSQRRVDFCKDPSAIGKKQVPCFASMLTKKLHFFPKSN
# * = called active by the depositor; ? = inconclusive; / = no result given; & = joins results of further samples.
entry	Structure	EWS-Fli inh	CASP6 VEID inh	DENV2 CPE rescue	SIRT5 block	LGR2 inh	PAX8 reporter	ARNT TACC3 PPI
1	COc1cc(C2C3=C(CCCC3=O)Nc3c2c(C)nn3-c2cccc(C)c2)cc(OC)c1O (stereo not given)	14	4	1	0	21	2	4
2	COc1ccc(C(=O)C2CCCN(Cc3cccn3-c3nccs3)C2)cc1OC (stereo not given)	8	1	5	12	-4	7	9
3	O=C(NCc1ccccc1)N1CCN(c2ccc(F)cc2)CC1	/	-2	/	-1	2	/	/
4	NC(=O)c1ccccc1NC(=O)CN1CCCCCC1	/	-2	0	1	1	5	0
5	CCOc1ccc(CC(=O)Nc2c3c(nn2C(C)(C)C)CS(=O)(=O)C3)cc1	-2	4	-6	-1	4	8	0
6	COc1ccccc1C1=NOC(Cn2c(NCC3CCCO3)nc3c2c(=O)n(C)c(=O)n3C)C1 (stereo not given)	1	2	4	-2	6	8	-10
7	CN1CCCC(OC(=O)c2ccc(Cl)cc2)C1 (stereo not given)	-2	1	?	0	1	4	-10
8	O=C1N(c2ccccc2)C[C@@H]2C[C@@H](c3cccs3)N3CCC[C@@]123	2	9	-4	-1	?	75*	-4
9	Cc1ccc(S(=O)(=O)Nc2cccc3c2O[C@@H](CN(C)C(=O)Nc2ccc4c(c2)OCO4)[C@H](C)CN([C@@H](C)CO)C3=O)cc1	-89&-3	-1&1	7&-1	-1&-2	-7&-6	-5	7&4
10	COc1ccc(Cc2n[nH]c(=S)n2Cc2ccccc2)cc1Cl	2	5	8	0	-21	-9	4
11	O=C1c2cccc(OCC(=O)N3CCCc4ccccc43)c2CCN1Cc1cccnc1	13	4	-6	0	13	23	0
12	NCC1OC(n2cnc3c(N)ncnc32)CC1O (stereo not given)	-2	-3	-7	/	-4	16	-7
13	Cn1[nH]c(CSc2ccc(Cl)cc2)cc1=O	12	6	/	0	-10	16	2
14	N#CCc1ccc(NC(=O)c2ccc(CN3CCc4ccccc4C3)cc2)cc1	16	5	7	1	-3	18	/
15	O=C(Nc1ccc(N2CCN(Cc3ccccc3)CC2)cc1)c1ccccc1[N+](=O)[O-]	-9	/	-2	4	3	-16	/
16	CCCNC(=O)C1(C)CCN(C(=O)c2c(F)ccc(C)c2F)C1 (stereo not given)	-1	0	?	/	-9	19	/

# Part of the list above, screen by screen:
[3] O=C(NCc1ccccc1)N1CCN(c2ccc(F)cc2)CC1
[4] NC(=O)c1ccccc1NC(=O)CN1CCCCCC1

Screen / compound no.	3	4
EWS-Fli inh	/	/
CASP6 VEID inh	-2	-2
DENV2 CPE rescue	/	0
SIRT5 block	-1	1
LGR2 inh	2	1
PAX8 reporter	/	5
ARNT TACC3 PPI	/	0

# The list goes on:
entry	Structure	EWS-Fli inh	CASP6 VEID inh	DENV2 CPE rescue	SIRT5 block	LGR2 inh	PAX8 reporter	ARNT TACC3 PPI
17	C[C@H](CO)N1C[C@H](C)[C@@H](CN(C)Cc2ccncc2)Oc2ccc(NC(=O)c3ccncc3)cc2CC1=O	3	1	-6	-2	1	-18	-4
18	COc1ccc(/C=C2\Oc3cc(OC(=O)N4CCOCC4)ccc3C2=O)c(OC)c1	-3	-3	-1	-7	/	8	-5
19	COc1ccc(CC(=O)Nc2ccc(S(=O)(=O)Nc3cc(OC)nc(OC)n3)cc2)cc1	-3	14	6	0	-3	-9	24
20	CCC(NC(=O)c1ccccc1Br)c1ccccc1 (stereo not given)	-3	-2	6	1	-7	-64	0
21	CC(C)NC(=O)N(C)C[C@H]1OCCCC[C@@H](C)Oc2ccc(NS(=O)(=O)c3ccc(F)cc3)cc2C(=O)N([C@H](C)CO)C[C@H]1C	-1	0	6	-1	-6	3	-3
22	CC(C)C[C@H]1CNC(=O)C(=O)N1C[C@H](Cc1ccc(O)cc1)NC(=O)Cc1ccccc1	1	0	-4	2	-6	-4	/
23	C[C@H]1CN([C@@H](C)CO)C(=O)Cc2cc(NC(=O)Nc3ccccc3)ccc2O[C@@H]1CN(C)Cc1ccc(C(F)(F)F)cc1	-7	-1	-1	3	7	/	/
24	OCCN1CCN(CCO)C1=S	-5	1	?	-7	-7	-12	-1
25	COc1ccccc1CNC(=O)CCN1C(=O)c2ccccc2C1=O	-27	-1	-6	-2	-7	-10	-8
26	CCCOc1ccc(Cc2c(Cl)nc(SC)nc2NC)cc1	-2	1	-3	1	-5	-3	-3
27	C#CCO[C@@H]1C[C@H](n2ccc(NC(=O)c3ccccc3)nc2=O)O[C@@H]1CO	7	-2	11	-1	-25	-17	2
28	O=C(Nc1ccccc1)N[C@H]1CC[C@H](CCn2cc(C3(O)CCCC3)nn2)O[C@@H]1CO	-2	1	-9	12	-13	9	-3
29	CCOC(=O)Cc1csc(NS(C)(=O)=O)n1	-7	1	1	-1	26	/	2
30	C[C@@H]1CN([C@H](C)CO)C(=O)Cc2cc(NC(=O)CCCCCC(=O)Nc3ccccc3N)ccc2O[C@@H]1CN(C)C	10	0	5	-2	7	-5	/
31	Cn1c(N)c(C(=O)COC(=O)/C=C/c2ccccc2)c(=O)n(C)c1=O	0	-1	?	/	3	-1	7
32	CCCCN1C(=O)C(=O)N(CC(=O)Nc2cccc(C(C)=O)c2)C1=O	-3	0	-5	-1	17	2	-6
33	CCN(C[C@H]1N[C@@H](CO)[C@@H]1c1ccc(-c2ccccc2)cc1)C(=O)COC	18	-2	-2	1	-12	-17	8
34	CC1=C2C3OC(=O)C(C)C3CCC2(C)C=C(Br)C1=O (stereo not given)	8	-3	-1	-3	-8	-14	/
35	CC1=C(C(=O)Nc2ccccn2)C(c2ccc(N(C)C)cc2)n2ncnc2N1 (stereo not given)	-1	2	-3	0	-8	/	-5
36	COC(=O)c1cc(NS(=O)(=O)c2ccc(Cl)c(N3C(=O)c4ccc(C(=O)O)cc4C3=O)c2)cc(C(=O)OC)c1	-11	1	8	4	0	-5	18
37	COc1ccc(C)cc1NC(=O)C(Sc1nncn1C)c1ccccc1 (stereo not given)	7	0	-12	-1	18	15	0
38	CCC1CCCCN1C(=S)Nc1ccc(SC(F)F)cc1 (stereo not given)	2	-2	-7	-3	-3	-3	/
39	Cc1ccc(C2C(C#N)=C3N=C(N)c4ccccc4N3C3=C2C(=O)CCC3)cc1 (stereo not given)	16	-2	-5	0	-11	30	13
40	CC1CCN(c2ccc(NC(=O)C3CCCN3S(=O)(=O)c3ccc(F)cc3)cc2)CC1 (stereo not given)	9	6	3	-1	5	16	12
41	Cc1ccc(NC(=O)c2ccc(S(=O)(=O)N3CCCC3)cc2)nc1	-16	-1	-11	-5	-6	-36	-1
42	O=C(CSc1nnnn1C1CCCCC1)Nc1ccccc1N1CCOCC1	10	2	-9	2	3	-8	/
43	Cc1noc(C)c1NC(=O)Nc1cccc2c1O[C@H](CN(C)Cc1ccncc1)[C@@H](C)CN([C@@H](C)CO)C2=O	/	1	-1	-2	4	9	/
44	FC(F)(F)c1cccc(Cc2noc(CN3CCCC(OCc4ccccn4)C3)n2)c1 (stereo not given)	7	3	-1	1	2	2	-16
45	COCCn1nnnc1CN1CCSCC1	2	2	-1	-1	/	-9	-7
46	Cc1c(C(=O)N/N=C/c2ccc(-c3ccccc3[N+](=O)[O-])o2)sc(N)c1C#N	/	/	/	/	-22	-31	4
47	COc1cc(-n2c(=O)c3ccccc3n(CC(=O)c3ccccc3)c2=O)cc(OC)c1OC	33	-4	3	-1	-4	20	-4
48	O=C(NCC[C@H]1CC[C@H](NC(=O)C2CCC2)[C@@H](CO)O1)c1ccc(F)cc1	2	0	3	-2	-13	0	-16
49	O=C(NCc1cccs1)c1ccc2sc(COCCO)nc2c1	-8	-2	-1	/	28	-1	/
50	O=C(N/N=C\c1ccc(Br)o1)C1COc2ccccc2O1 (stereo not given)	-10	34	8	3	1	-8	/
51	COc1ccc(Cl)cc1NC(=O)CN1C(=O)NC(Cc2c[nH]c3ccccc23)C1=O (stereo not given)	13	1	-10	/	12	12	4
52	C[C@@H]1CCCCO[C@@H](CN(C)S(=O)(=O)c2cn(C)cn2)[C@@H](C)CN([C@H](C)CO)C(=O)c2cc(NS(=O)(=O)c3ccc(F)cc3)ccc2O1	-6	2	-1	0	20	8	0
53	COc1ccc(S(=O)(=O)N[C@@H]2C=C[C@@H](CC(=O)N3CCc4ccccc4C3)O[C@@H]2CO)cc1	6&6	-1&4	-1	-3&-3	-9&17	5&12	1
54	CCCOc1ccc(C2C(C(=O)c3ccc(C)o3)=C(O)C(=O)N2Cc2ccco2)cc1 (stereo not given)	20	29	-4	-1	-1	/	3
55	CCOC(=O)[C@]12CCC=C1N(Cc1cccc3ccccc13)C(=O)[C@H](CC(=O)N1CCN(C(=O)C3CC3)CC1)C2	4	3	-12	-1	11	1	/
56	Cc1ccc(OC(=O)c2c(C)nn(-c3ccccc3)c2C)cc1	-39	0	-4	0	-38	-164	2
57	Cc1ccc(NC(=O)COC(=O)C2CC(=O)N(Cc3ccccc3)C2)cc1S(=O)(=O)N(C)C (stereo not given)	-2	-2	4	1	15	2	-3
58	CCN(CC)C(=O)c1cccc(-c2csc(C(NC(C)=O)c3cccc(OC)c3)n2)c1 (stereo not given)	-5	1	0	1	-9	16	/
59	CCOc1nc(NC2CCCC2)nc(N2CCC(C)CC2)n1	23	-1	-7	-1	15	12	-1
60	C/C=C/c1ccc2c(c1)O[C@H](CN(C)C(=O)CN1CCOCC1)[C@H](C)CN([C@@H](C)CO)S2(=O)=O	-8	1	-17	0	-2	/	-4
61	CN(C(=O)c1cccc(NC(=O)Cc2ccc(NC(=O)C3CCN(C(=O)C4CCCC4)CC3)cc2)c1)C1CCCC1	1	-1	-3	8	9	5	19
62	O=C(C[C@H]1C=C[C@H](NS(=O)(=O)c2ccc(F)cc2)[C@@H](CO)O1)N1CCC(Cc2ccccc2)CC1	17	-4	-7	3	10	16	2
63	COc1ccc(CNCCCNCc2ccc(OC)c(OC)c2)cc1OC	1	-40	-11	0	4	-4	8
64	O=C(Nc1cc(Cl)ccc1F)C1=COCCO1	-36	-4	12	-2	-32	-55	-6
65	CCOC(=O)C1(Cc2cccc(Cl)c2)CCCN(C(=O)c2cc(C)on2)C1 (stereo not given)	-27	-4	5	-1	-23	-96	-2
66	COc1ccccc1NC(=O)c1ccccc1S(=O)(=O)c1ccccc1[N+](=O)[O-]	2	0	0	-6	7	7	/
67	C[C@@H]1CN([C@H](C)CO)C(=O)c2cc(NS(C)(=O)=O)ccc2O[C@@H](C)CCCCO[C@@H]1CN(C)C(=O)C1CCCCC1	-8	/	/	/	0	-7	/
68	C[C@@H]1CN([C@H](C)CO)C(=O)c2cccc(NS(=O)(=O)c3cccs3)c2O[C@@H]1CN(C)S(C)(=O)=O	-7	-2	?	-3	4	/	0
69	O=C(Nc1ccc(S(=O)(=O)N2CCCCC2)cc1)C1CC(=O)N(c2ccccc2)C1 (stereo not given)	8	2	4	-4	2	13	-5
70	C[C@@H]1CN([C@H](C)CO)C(=O)c2cccc(NC(=O)C3CC3)c2O[C@H]1CN(C)C(=O)Nc1cccc2ccccc12	0	2	-2	-4	-1	13	22
71	Cc1nn(-c2ccc([N+](=O)[O-])cc2)c(N)c1-c1ccccc1	-93	2	2	0	-176	-178	9
72	O=C(Nc1ncccn1)c1cccc(Cl)c1	12	-3	-2	3	5	12	/
73	CCOC(=O)C(=CNc1cccc(C)c1C)C(=O)OCC	-9	3	3	1	23	/	-1
74	COc1ccc(CN(C)C[C@@H]2Oc3ccc(NC(=O)Cc4ccccc4)cc3CC(=O)N([C@H](C)CO)C[C@@H]2C)cc1	/	0	0	1	-11	4	-5
75	O=C(Nc1ccc(NC(=O)C2CC2)cn1)c1ccccc1	14	-3	7	-7	20	-16	-4

# High-throughput results from PubChem BioAssay.
